# HKDC1 inh – blocks human hexokinase HKDC1 activity; 0.16% of 340,000 active; Q2TB90; inhibition, % at 20 µM; recombinant HKDC1, G6PDH/diaphorase resazurin coupled fluorescence;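 active = inhibition above about 35% when tested at 20 µM, limit read from the data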;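 also: plate controls were DMSO wells with enzyme for no effect and DMSO wells lacking enzyme for full effect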
# Target sequence (Q2TB90 whole entry, looked up): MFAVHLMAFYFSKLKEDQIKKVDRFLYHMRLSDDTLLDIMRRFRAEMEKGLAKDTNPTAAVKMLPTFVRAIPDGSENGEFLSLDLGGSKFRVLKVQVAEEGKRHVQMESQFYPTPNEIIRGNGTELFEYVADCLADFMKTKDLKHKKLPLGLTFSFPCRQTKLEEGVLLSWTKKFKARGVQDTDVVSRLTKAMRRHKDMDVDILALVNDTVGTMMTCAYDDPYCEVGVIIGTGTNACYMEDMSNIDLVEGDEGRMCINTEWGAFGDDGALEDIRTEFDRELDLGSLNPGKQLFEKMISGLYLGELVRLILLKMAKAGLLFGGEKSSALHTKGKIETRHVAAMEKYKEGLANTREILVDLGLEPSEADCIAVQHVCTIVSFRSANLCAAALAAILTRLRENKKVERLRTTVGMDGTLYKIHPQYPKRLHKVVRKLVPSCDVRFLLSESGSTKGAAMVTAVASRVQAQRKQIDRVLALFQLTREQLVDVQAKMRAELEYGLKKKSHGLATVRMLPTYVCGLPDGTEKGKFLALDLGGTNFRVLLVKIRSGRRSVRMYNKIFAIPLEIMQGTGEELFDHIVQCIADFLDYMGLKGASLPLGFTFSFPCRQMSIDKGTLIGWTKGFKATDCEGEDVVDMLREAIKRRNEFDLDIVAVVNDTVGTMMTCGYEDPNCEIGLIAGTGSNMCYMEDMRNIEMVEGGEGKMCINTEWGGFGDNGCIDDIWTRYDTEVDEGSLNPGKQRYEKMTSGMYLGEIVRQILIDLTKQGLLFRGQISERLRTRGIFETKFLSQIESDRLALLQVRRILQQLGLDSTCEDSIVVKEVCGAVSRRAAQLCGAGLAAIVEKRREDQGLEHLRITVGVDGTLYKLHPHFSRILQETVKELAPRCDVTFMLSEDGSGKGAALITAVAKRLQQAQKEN
#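 Incubation: 90 min at room temperature in dark / Material: recombinant HKDC1 (HK5) hexokinase enzyme, produced in-house / Quantity: enzyme 5 µg/mL final / Compound: one dose of 20 µM, 1% DMSO / Reagent: glucose and ATP substrates / Buffer or medium: Tris pH 8.0 buffer with MgCl2, Tween-20, BSA, BME / Technique: resorufin fluorescence at 613 nm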
# hIAP block – blocks human intestinal alkaline phosphatase. P09923. purified IAP, CDP-Star luminescence, 30 min. inhibition, % at 10 µM. 0.12% of 330,000 active. AID 2544;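 active = inhibition reaching a set limit with compound at 10 µM in the primary screen, cut at about 35% in these data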;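 also: plate controls were DMSO wells with enzyme for no effect and no-enzyme buffer wells for full effect; values of inactives mirror those of a sister screen read the other way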
# mIAP act – increases mouse intestinal alkaline phosphatase activity | muIAP, CDP-Star luminescence, 30 min; active compounds read high; 1 = vehicle-only enzyme signal, 0 = enzyme-free wells | activation factor at 10 µM | 0.24% of 330,000 active;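 active = activation factor of at least 2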; also: the source names both 10 and 20 µM as test concentration; values of inactives mirror those of a sister screen read the other way
#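 Assay system: mouse IAP enzyme / Compound: DMSO-dissolved test compounds / Timing: 30 min, room temperature / Measured by: luminescence from enzymatic CDP-Star hydrolysis / Control set: DMSO-only wells, enzyme-free buffer wells as negative control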
# A3A deaminase – inhibitors of human APOBEC3A DNA deaminase. 0.41% of 330,000 active. inhibition, % at 20 µM. recombinant A3A, FAM/TAMRA ssDNA deamination fluorescence. P31941;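 active = at least 40% inhibition at 20 µM here, with at most 30% in a related deaminase screen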;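 also: plate controls were A3A with DMSO for no effect and wells lacking A3A enzyme for full effect; some results filed as inactive read as strong as hits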
# Target sequence (P31941 whole entry, looked up): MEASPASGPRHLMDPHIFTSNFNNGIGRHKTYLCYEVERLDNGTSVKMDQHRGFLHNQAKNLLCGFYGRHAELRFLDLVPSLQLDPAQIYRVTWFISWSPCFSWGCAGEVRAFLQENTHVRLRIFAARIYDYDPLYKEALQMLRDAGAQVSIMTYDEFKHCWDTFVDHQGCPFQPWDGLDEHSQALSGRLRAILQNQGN
# hIAP activ – human IAP activation; P09923; purified human IAP, CDP-Star luminescence, 30 min; active compounds read high; 1 = vehicle-only enzyme, 0 = enzyme-free background; activation factor at 10 µM; 0.16% of 330,000 active; AID 2524;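 active = activation factor of the enzyme at least 2-fold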; also: the source names both 10 and 20 µM as test concentration; values of inactives mirror those of a sister screen read the other way
# PfGluPho inh – PfG6PD (Plasmodium falciparum) enzyme inhibition; PfGluPho enzyme, NADPH resazurin-diaphorase fluorescence; inhibition, % at 20 µM; 0.78% of 350,000 active; AID 504690;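 active = inhibition reaching at least a set limit at 20 µM in the primary screen, cut at about 59% in these data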;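 also: 0% = DMSO wells with substrate and 100% = DMSO wells lacking glucose-6-phosphate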
# ATG4B inh – blocks human ATG4B protease cleavage of LC3 substrate | Q9Y4P1 | ATG4B cleavage of LC3-PLA2, NBD-HPC fluorescence, 1 h | inhibition, % at 8.33 µM | 0.51% of 340,000 active | AID 504462; in the data active = inhibition above about 40%
# mIAP block – mouse IAP inhibition; 0.2% of 330,000 active; inhibition, % at 10 µM; AID 2806; purified mouse IAP, CDP-Star luminescence, 30 min;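 active = inhibition of at least 40% at 10 µM in the primary screen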;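 also: plate controls were DMSO with enzyme for no effect and no enzyme wells for full effect; values of inactives mirror those of a sister screen read the other way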
# Starred values were filed as active, the others as inactive.
nr	structure	HKDC1 inh	hIAP block	mIAP act	A3A deaminase	hIAP activ	PfGluPho inh	ATG4B inh	mIAP block
1	Nn1cnc2c(c1=O)C1(CCCCC1)Cc1ccccc1-2	11.4	-3.9	1.08	-3.5	1.04	-7.0	-3.6	-8.5
2	O=C(O)c1cccc(N2CCCCS2(=O)=O)c1	-6.4	-18.5	0.94	-3.9	1.19	0.3	0.7	6.0
3	Fc1ccc(N2CCN(c3nnnn3-c3ccccc3)CC2)cc1	-1.3	2.4	0.975	1.8	0.976	-12.6	-0.6	2.5
4	O=C(Nc1ccc(-c2nnc(-c3ccccc3)o2)cc1)C1CCCO1 (stereo not given)	-2.7	11.2	0.941	-1.4	0.888	-0.5	-4.9	5.9
5	COc1cccc(NC(=O)CSc2nnnn2C2CCCCC2)c1	1.3	1.3	0.899	-1.4	0.987	-19.7	2.4	10.1
6	Cc1cccc(N(C)C(=O)c2cc(S(=O)(=O)N3CCCC3)cn2C)c1	-1.6	13.7	0.977	-1.3	0.864	-5.8	-5.5	2.3
7	Cc1cc(C)n(CCC(=O)N2CCc3ccccc32)n1	-2.2	-4.9	1.04	-1.2	1.05	6.6	-7.0	-4.2
8	COc1ccc2oc(=O)c(C(=O)NCC3CCCO3)cc2c1 (stereo not given)	-2.0	-0.9	0.954	3.6	1.01	-11.1	-9.6	4.6
9	NC(=O)CSc1nc2c(c(=O)n1-c1ccccc1)C1(CCCCC1)Cc1ccccc1-2	1.4	4.6	0.9	-0.6	0.954	10.6	0.6	10.0
10	Cc1nn(C(C)C(=O)NC2CCCCCC2)c(=O)c2nn(-c3ccccc3)c(C)c12 (stereo not given)	-2.9	-15.0	0.992	-7.0	1.15	9.3	-2.4	0.8
11	O=C(CCN1CCN(CC(=O)Nc2ccccc2Cl)CC1)Nc1ccccc1F	-2.5	14.0	0.967	-2.6	0.86	-9.7	0.7	3.3
12	COc1cccc(NC(=O)Cn2cnc3sc(C)c(S(=O)(=O)N4CCN(C)CC4)c3c2=O)c1	-6.2	-4.0	1.06	-0.9	1.04	2.4	-3.1	-5.8
13	COc1ccc(N2CCN(C(=O)CNS(=O)(=O)c3ccc(Br)s3)CC2)cc1	-2.9	-2.0	0.929	-0.5	1.02	6.7	-13.9	7.1
14	COc1ccc(-n2c(SCC(=O)N3CCCCC3C)nnc2-c2cccnc2)cc1 (stereo not given)	-4.4	-4.2	1.16	-4.1	1.04	15.3	-10.9	-15.7
15	COc1ccc(CCC(=O)N2CCN(S(=O)(=O)c3ccc(OC)cc3)CC2)cc1	-1.7	4.2	1.13	26.9	0.958	-10.5	2.2	-12.6

# Later entries
nr	structure	HKDC1 inh	hIAP block	mIAP act	A3A deaminase	hIAP activ	PfGluPho inh	ATG4B inh	mIAP block
16	CCC(=O)Nc1sc(C(=O)N2CCCCC2)c(C)c1C#N	13.4	11.7	1.01	1.6	0.883	-12.1	0.6	-0.8
17	COc1cc(OC)cc(C(=O)NCCCN2CCOCC2)c1	1.1	-1.5	1.09	-3.4	1.01	-1.8	-8.3	-9.1
18	Cc1cc(C)n2nc(S(=O)(=O)N(C)c3ccccc3)nc2n1	2.6	-0.5	1.05	-1.9	1	-4.2	2.6	-5.5
19	CSc1cccc(NC(=O)C2CCCN(c3ncnc4c3nc3n4CCCCC3)C2)c1 (stereo not given)	11.1	-38.4	1.23	-2.0	1.38	2.7	-4.3	-23.1
20	CCC(NS(=O)(=O)c1ccc(C)cc1)C(=O)N1CCOCCOCCOCC1 (stereo not given)	2.3	7.5	1.04	1.0	0.925	-4.1	8.8	-3.6
21	O=C(O)c1ccc(C=NNC(=O)c2ccccc2NS(=O)(=O)c2cccs2)cc1	-5.1	-10.2	0.986	-0.7	1.1	3.7	-5.5	1.4
22	CCN(CC)CCn1c(NC(=O)c2ccccc2O)nc2ccccc21	-8.6	10.1	0.989	-7.4	0.899	18.2	2.5	1.1
23	COc1c(C)cc(C(=O)C2CCCN(C(=O)/C=C/c3ccccn3)C2)cc1C (stereo not given)	-2.9	1.4	1.15	-5.8	0.986	-4.1	-0.3	-14.5
24	CC(C(=O)NCCc1ccccc1)N1c2cccc3cccc(c23)S1(=O)=O (stereo not given)	7.1	-5.0	0.949	2.2	1.05	14.8	-13.1	5.1
25	Cc1nc(N)c(Br)c(C)c1Br	-2.1	5.3	0.86	-4.8	0.947	9.1	-6.9	14.0
26	CCOC(=O)C1CCN(C(=O)c2ccc3c(c2)NC(=O)/C(=C\c2cccc(C)c2)S3)CC1	-1.3	-7.2	0.967	-1.1	1.07	46.0	0.1	3.3
27	CCC(C)c1ccccc1N1CC(C(=O)N2CCN(S(=O)(=O)c3ccc(F)cc3)CC2)CC1=O (stereo not given)	-7.4	2.1	1.07	13.8	0.979	-6.8	-10.6	-7.5
28	COCCN1Cc2cccc(C(=O)Nc3ccc(S(=O)(=O)N4CCCCCC4)cc3)c2C1=O	-5.6	14.0	1.01	-4.8	0.86	-13.9	-0.1	-1.5
29	COC(=O)c1ccc(CSc2n[nH]c(-c3ccccc3)n2)o1	1.6	-28.3	0.956	-4.1	1.28	-10.5	1.0	4.4
30	COc1ccc(C(=O)C[n+]2cccc3cc(C)ccc32)cc1	2.7	10.1	1.24	-5.0	0.899	-1.4	-1.6	-24.0

# Additional results follow.
nr	structure	HKDC1 inh	hIAP block	mIAP act	A3A deaminase	hIAP activ	PfGluPho inh	ATG4B inh	mIAP block
31	N=c1n(Cc2ccccc2)c2ccccc2n1Cc1ccccc1	-4.1	-21.7	1.03	-4.3	1.22	-7.5	-3.6	-3.4
32	O=C(Nc1ccccc1)[C@@H]1CCCN1S(=O)(=O)c1ccc(Cl)cc1	-5.0	-2.0	1.01	-2.1	1.02	3.4	4.1	-1.0
33	O=C(Cn1cnc2cc([N+](=O)[O-])ccc2c1=O)Nc1ccccc1Cl	-3.0	0.8	0.997	-0.6	0.992	-4.8	-2.7	0.3
34	COc1cc(OC)cc(C(=O)N2CCC(N3CCCCCC3)CC2)c1	-5.2	4.4	0.849	0.7	0.956	-10.2	1.1	15.1
35	Cc1cnc(C)c(N2CCN(Cc3cn(C)nc3-c3cccc(Cl)c3)CC2)n1	-7.2	-7.8	1.11	-1.5	1.08	15.5	9.8	-10.7
36	CC(C)c1ccc(N(CC(=O)NC2CCCCC2)C(=O)CNC(=O)c2ccco2)cc1	3.8	6.0	1.04	2.2	0.94	-8.6	14.6	-3.6
37	O=C(c1cccc(Cl)c1)N1CCN(C(=O)c2ccccc2F)CC1	-4.3	6.1	0.982	-1.2	0.939	1.9	-2.4	1.8
38	O=C(/C=C/c1cccc(Br)c1)OCC(=O)N1CCN(c2ccccc2)CC1	-1.6	-3.7	0.936	-4.5	1.04	6.5	-8.2	6.4
39	CCOC(=O)CCc1c(C)c2ccc(OC3CCCCC3=O)cc2oc1=O (stereo not given)	-5.6	12.0	0.878	-2.6	0.88	12.4	-1.3	12.2
40	COc1cc(C(O)c2nc3ccccc3s2)cc(OC)c1OC (stereo not given)	-5.5	-6.7	1	-0.4	1.07	9.6	2.9	-0.1
41	CC1=C[C@H](C)[C@H](c2c(F)cccc2Cl)CC1=O	1.3	3.3	0.803	-5.7	0.967	-5.1	2.2	19.7
42	CCCCn1c(=O)c2c(O)cc(=O)oc2c2ccccc21	-4.4	-9.3	1.01	-3.8	1.09	9.8	-10.8	-1.4
43	COc1ccc(-n2nc(C(=O)N3CCC(C#N)CC3)c3c4ccccc4n(C)c3c2=O)cc1	-4.3	-13.8	1.01	1.4	1.14	-8.9	-5.6	-0.7
44	O=C(CS(=O)(=O)c1ccccc1)Nc1ncc([N+](=O)[O-])s1	-2.0	9.9	0.983	-2.3	0.901	-10.9	-2.5	1.7
45	CC1CC2(CCCCC2)Nc2c1ccc1ccccc21 (stereo not given)	7.3	14.6	0.93	0.7	0.854	-10.0	3.6	7.1

# Continued.
nr	structure	HKDC1 inh	hIAP block	mIAP act	A3A deaminase	hIAP activ	PfGluPho inh	ATG4B inh	mIAP block
46	COc1cc2[nH]c(=O)n(CCCCCC(=O)NCCCN3CCOCC3)c(=O)c2cc1OC	-1.1	3.6	0.97	-3.0	0.964	2.5	-3.1	3.0
47	S=C(NCCCN1CCOCC1)Nc1cccc(-c2nnc3n2CCCCC3)c1	-8.7	-0.7	0.908	-0.7	1.01	1.8	1.1	9.2
48	Cc1cc(C(=O)COC(=O)c2nccnc2N)c(C)n1C	-5.7	0.7	0.93	9.7	0.993	-5.6	6.9	7.0
49	Cn1c(CN2CCOCC2)nc2cc(NC(=O)c3ccc(F)cc3)ccc21	-6.4	-8.8	1.05	-2.7	1.09	-1.7	-4.8	-5.5
50	COc1ccc(C2Nc3ccccc3C(=O)N2Cc2ccco2)cc1COc1ccc(F)cc1 (stereo not given)	5.0	-10.3	1.12	1.2	1.1	18.3	0.0	-12.3
51	Cc1cccc(C)c1NC(=O)CSCCO	-15.5	-41.0	0.977	-3.8	1.41	0.5	-9.1	2.3
52	C[C@H](CO)N1C[C@H](C)[C@@H](CN(C)C(=O)NC2CCCCC2)Oc2ccc(NC(=O)Cn3cnnn3)cc2C1=O	-4.4	0.1	1.11	-1.9	0.999	12.7	-18.2	-10.7
53	O=S(=O)(CCN1C=CC(C(F)(F)F)=NCC1)c1ccc(F)cc1	-4.1	4.0	1.02	-0.9	0.96	-4.2	1.7	-2.5
54	CCN(CC)C(=O)CN(C#N)c1nc(OC)nc(N(C)C)n1	-2.2	-32.9	0.997	-4.0	1.33	4.8	-7.0	0.3
55	COC(=O)c1ccc2ccn(CC(=O)NC3CCCCC3)c2c1	1.8	8.7	1.03	-2.2	0.913	0.0	-5.4	-3.5
56	O=[N+]([O-])c1ccc(N2CCN(Cc3ccccc3)CC2)c(S(=O)(=O)N2CCOCC2)c1	-4.0	0.8	0.886	-3.4	0.992	-0.5	-2.5	11.4
57	O=[N+]([O-])c1ccc2nc(Cl)nc(-c3ccccc3)c2c1	13.1	7.6	0.899	-3.6	0.924	4.9	1.1	10.1
58	CCCCP(=O)(CCCC)c1ccccc1C(=O)O	2.4	5.0	1.08	-0.2	0.95	-6.5	-12.9	-8.5
59	N#CCCN(C(=O)COC(=O)c1ccc2c(=O)n3c(nc2c1)CCC3)c1ccccc1	-10.0	10.7	1.02	2.5	0.893	-7.3	2.9	-1.8
60	CSc1ccc(/C=C(/NC(=O)c2ccccc2)C(=O)NCCN2CCOCC2)cc1	-1.6	3.6	1.02	-2.4	0.964	-6.2	6.2	-2.2

# Two compounds picked at random from those above:
nr	structure	HKDC1 inh	hIAP block	mIAP act	A3A deaminase	hIAP activ	PfGluPho inh	ATG4B inh	mIAP block
60	CSc1ccc(/C=C(/NC(=O)c2ccccc2)C(=O)NCCN2CCOCC2)cc1	-1.6	3.6	1.02	-2.4	0.964	-6.2	6.2	-2.2
58	CCCCP(=O)(CCCC)c1ccccc1C(=O)O	2.4	5.0	1.08	-0.2	0.95	-6.5	-12.9	-8.5

# Further compounds
nr	structure	HKDC1 inh	hIAP block	mIAP act	A3A deaminase	hIAP activ	PfGluPho inh	ATG4B inh	mIAP block
61	Cc1ccc(C(=O)NCc2ccncc2)cc1S(=O)(=O)N1CCCCC1	2.0	-18.0	0.951	-0.9	1.18	-3.3	-4.0	4.9
62	C/C=C/c1ccc(OCC(=O)NNC(=O)CN(C)S(=O)(=O)c2ccc(C)cc2)c(OC)c1	0.2	-41.6	0.965	-6.3	1.42	-17.3	-16.2	3.5
63	Cc1ccc(S(=O)(=O)NCC2CCC(C(=O)N3CCN(C)CC3)CC2)cc1 (stereo not given)	-2.9	-22.5	1.02	-3.8	1.23	-12.4	-8.0	-2.4
64	O=C(COC(=O)CC(NC(=O)c1ccccc1Cl)c1ccccc1)Nc1cccc(F)c1 (stereo not given)	-2.8	4.3	1.16	1.5	0.957	8.2	-10.4	-15.7

# Random draw from the library; about 2.4% have a hit in one of these screens.
